# ELG1 DNA repair: inhibitors of ELG1-dependent DNA repair in HEK293T cells | AID 504467 | Potency, µM (highest dose often 46.1 µM), for the others: top-dose activity change, negative = inhibition, most hits filed as inhibitors | HEK293T ELG1-luciferase reporter, luminescence, 16 h; DNA damage induced by 5-fluorouridine | 330,000 compounds, 2.3% hits; note: potency is the fitted concentration of half-maximal effect; % is set by controls: 0 for no effect and ±100 for the full control effect; nearly all actives have a fitted effect of over 55% in size
#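 Cells (2,000 per well) received 5-fluorouridine plus test compound or DMSO and were incubated 16 hr at 37 °C, 5% CO2. Luciferase activity was read by luminescence 30 min after ONE-Glo addition; signal suppression marked inhibition of damage-induced ELG1 function.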
# NPC1 prom act: activators of NPC1 promoter | Potency, µM (series often up to 9.22 µM), for inactives: top-dose activation, actives largely listed as activators | 320,000 compounds, 2.4% hits | AID 485313 | Huh7 NPC1 promoter luciferase reporter, 24 h;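 note: potency is the fitted concentration of half-maximal effect; % of control where 0% means no effect; nearly all actives have a fitted effect of over 60% in size; reporter is driven by a mutant NPC1 promoter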
#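 Luminescence from an NPC1 promoter-driven luciferase reporter in stably transfected Huh7 cells was measured after 24 h compound treatment at 37 °C, followed by 10 min ambient incubation with luciferase detection reagent.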
# Rab9 promoter act: Rab9 promoter activation | 320,000 compounds, 2.8% hits | Huh7 Rab9 promoter-luciferase reporter, luminescence, 24 h | Potency, µM (highest dose often 9.22 µM), for inactives: top-dose activation, negative = inhibition, hits mostly activators; note: potency is the fitted concentration of half-maximal effect; % of control where 0% means no effect; nearly all actives have a fitted effect of over 60% in size
#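 Huh7 reporter line, Rab9 promoter upstream of luciferase. Compound exposure 24 h at 37 °C in reduced-serum medium with 10% FBS. Read-out: luminescence.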
# MBNL1 CUG block: MBNL1-poly(CUG) RNA binding inhibition; TR-FRET MBNL1-His/biotin-(CUG)12 binding, 665/545 ratio; AID 2675; Q9NR56; Potency, µM (top dose mostly 57.5 µM), inactives show at the top dose activity change, negative = inhibition, hits mostly inhibitors; 280,000 compounds, 0.036% hits; active = well fitted inhibition curve with a large enough effect in the signal ratio, with a control signal flat, not every such curve was filed as active; inconclusive = small, poorly fitted or top-dose-only effect, or effect the other way, or a change in a side signal; inactive = no such curve, though single readings can be large or run the other way; the % refers to the signal ratio; note: potency is the fitted concentration of half-maximal effect; % is set by controls: 0 for no effect and ±100 for the full control effect
# Target sequence (Q9NR56 whole entry, looked up): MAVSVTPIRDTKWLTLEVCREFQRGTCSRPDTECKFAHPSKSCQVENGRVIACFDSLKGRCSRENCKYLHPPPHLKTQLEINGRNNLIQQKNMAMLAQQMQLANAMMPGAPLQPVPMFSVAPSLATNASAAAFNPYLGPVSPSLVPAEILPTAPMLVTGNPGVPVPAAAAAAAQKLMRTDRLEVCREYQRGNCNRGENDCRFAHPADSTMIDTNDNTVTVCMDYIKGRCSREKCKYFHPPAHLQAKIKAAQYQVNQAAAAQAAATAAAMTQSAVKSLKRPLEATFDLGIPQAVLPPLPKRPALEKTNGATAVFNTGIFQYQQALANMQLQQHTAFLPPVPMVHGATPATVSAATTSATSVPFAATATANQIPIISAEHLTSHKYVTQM
#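 Inhibition of protein-RNA binding appears as loss of TR-FRET between terbium anti-His antibody on MBNL1-His and streptavidin-XL665 on biotin-(CUG)12. Activity is normalized to buffer-only and uninhibited-complex controls.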
# KCNH2 3.1 inh: inhibitors of human KCNH2 3.1 potassium channel isoform; U2OS KCNH2 3.1, thallium flux FluxOr; active compounds read low; activity change, % (tested at about 1.8 µM); 340,000 compounds, 0.95% hits; AID 720553;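 active = maximum activity change below -70%; inconclusive = maximum activity change from -70% to -50%; inactive = maximum activity change above -50%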;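 note: thallium influx rate constant from kinetic fluorescence after stimulation buffer; % is set by controls: 0 for no effect and ±100 for the full control effect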
#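 FluxOr-based Tl+ influx in U2OS cells transduced with KCNH2 3.1 virus; rate constants normalized to DMSO controls.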
# FLuc counter: counter-screen for miR-21 project: firefly luciferase inhibitors or activators; purified FLuc, Km substrates, luminescence inhibition; 360,000 compounds, 6.9% hits; Potency, µM (highest dose often 57.5 µM), for inactives: top-dose activity change, negative = inhibition, actives largely listed as inhibitors; P08659; AID 588342;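 note: potency is the fitted concentration of half-maximal effect; plate controls were vehicle for no effect and reference inhibitor for full effect; nearly all actives have a fitted effect of over 55% in size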
# Target sequence (P08659 whole entry, looked up): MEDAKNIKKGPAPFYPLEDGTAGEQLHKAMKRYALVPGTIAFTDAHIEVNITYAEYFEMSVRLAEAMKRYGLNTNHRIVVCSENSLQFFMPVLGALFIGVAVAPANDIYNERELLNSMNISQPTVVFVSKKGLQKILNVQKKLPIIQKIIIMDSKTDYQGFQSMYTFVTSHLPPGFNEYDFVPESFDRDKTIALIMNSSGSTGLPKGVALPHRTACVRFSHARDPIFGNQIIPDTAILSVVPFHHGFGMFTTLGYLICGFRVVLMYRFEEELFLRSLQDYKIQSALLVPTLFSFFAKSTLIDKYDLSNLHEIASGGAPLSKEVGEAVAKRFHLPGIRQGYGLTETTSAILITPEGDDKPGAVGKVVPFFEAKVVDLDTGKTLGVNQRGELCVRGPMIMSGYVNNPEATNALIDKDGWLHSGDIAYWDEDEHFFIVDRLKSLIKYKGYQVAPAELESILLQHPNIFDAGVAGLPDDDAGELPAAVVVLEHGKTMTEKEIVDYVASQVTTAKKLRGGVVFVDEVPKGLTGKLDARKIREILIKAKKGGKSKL
#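 Purified P. pyralis luciferase (10nM final) with 10uM D-luciferin and 10uM ATP (Km levels) in 50mM Tris acetate pH 7.5, 10mM Mg acetate, 0.01% Tween-20, 0.05% BSA; qHTS 6-point titration, ~60 µM downward; luminescence read.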
# Gal4-VP16 FLuc: inhibits Gal4-VP16 luciferase reporter, ROR gamma counter-screen | Potency, µM (top dose mostly 53.6 µM), inactives show at the highest dose activity, negative = inhibition, hits mostly inhibitors | 310,000 compounds, 3.5% hits | Drosophila S2 Gal4-VP16 UAS-luciferase, luminescence, 20 h;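 note: Gal4-VP16 expression switched on by copper sulfate through the metallothionein promoter; potency is the fitted concentration of half-maximal effect; % is set by controls: 0 for no effect and ±100 for the full control effect; nearly all actives have a fitted effect of over 50% in size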
# Menin MLL FP TR: menin-MLL binding inhibition, Texas Red mutant peptide; O00255; Menin + Texas Red MLL mutant peptide, fluorescence polarization; Potency, µM (doses to about 61.6 µM), without a hit: top-dose FP activity change, negative = inhibition, hits mostly inhibitors; 270,000 compounds, 0.23% hits; AID 1768; active = well fitted inhibition curve with a large enough effect in the polarisation, with a control signal flat, not every such curve was filed as active; inconclusive = small, poorly fitted or top-dose-only effect, or effect the other way, or a change in a side signal; inactive = no such curve, though single readings can be large or run the other way; the % refers to the polarisation; note: potency is the fitted concentration of half-maximal effect; % of control where 0% means no effect; many of its hits are not listed in these tables
# RORgamma inh: blocks mouse ROR gamma transcriptional activity. AID 2551. 310,000 compounds, 5.4% hits. P51450. Potency, µM (doses to about 53.6 µM), without a hit: top-dose activity change, negative = inhibition, most hits filed as inhibitors. Drosophila S2 Gal4-RORgamma UAS-luciferase reporter, 20 h; note: potency is the fitted concentration of half-maximal effect; % is set by controls: 0 for no effect and ±100 for the full control effect; nearly all actives have a fitted effect of over 60% in size
#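 ROR gamma transcriptional activity was tracked as Gal4-UAS luciferase output in stably transfected Drosophila Schneider cells, with compound added 1 hr before 700 uM copper sulfate induction and a 20 hr ambient-temperature incubation.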
# Mito fusion yeast: inhibitors of mitochondrial division or activators of mitochondrial fusion | S. cerevisiae fusion-defective mutant growth rescue, CellTiterGlo 48 h | Potency, µM (series often up to 46.1 µM), for the others: at the top dose growth rescue (activation), usual class: activators | 320,000 compounds, 0.23% hits | AID 485298;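 note: potency is the fitted concentration of half-maximal effect; % of control where 0% means no effect; nearly all actives have a fitted effect of over 45% in size; temperature-sensitive fusion mutants such as fzo1-1 at 37 °C on non-fermentable ethanol glycerol medium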
#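 Compounds are tested for their ability to restore growth of mitochondrial fusion-defective yeast strains at non-permissive 37C in YPEG medium over 48 hours. Viability is quantified by luciferase luminescence.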
# PKM2 activator: increases activity of human pyruvate kinase M2; P14618; purified PKM2, Kinase-Glo ATP luminescence, activation; response scale: 0% is enzyme alone, no compound; Potency, µM (highest dose often 57.5 µM), for the others: at the top dose activation, hits mostly activators; 260,000 compounds, 0.34% hits; AID 1631; note: potency is the fitted concentration of half-maximal effect; % is set by controls: 0 for no effect and ±100 for the full control effect; nearly all actives have a fitted effect of over 55% in size
#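 Kinase-Glo luminescence reports ATP generated from ADP (0.1 mM) and PEP (0.5 mM) by purified hPK-M2 after 1 h at room temperature, pH 7.2 imidazole buffer; intermediate enzyme activity allows detecting inhibitors and activators.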
# Numbers without * were called inactive; ? = inconclusive; / = not tested or not shown; [ ] = remark or other dose. Unless noted, calls come from the whole dose curve; as a rule, active = well fitted curve in the direction sought with a large enough effect; inconclusive = small, poorly fitted or top-dose-only effect, or another doubt; inactive = no such curve, though single readings can be large; an effect the other way counts as inactive or inconclusive.
# Each structure is followed by: ELG1 DNA repair	NPC1 prom act	Rab9 promoter act	MBNL1 CUG block	KCNH2 3.1 inh	FLuc counter	Gal4-VP16 FLuc	Menin MLL FP TR	RORgamma inh	Mito fusion yeast	PKM2 activator
1) Cc1cccc(C(=O)Nc2nnc(C3=COCCO3)o2)c1
  -1%	-2%	-5%	1%	15	?	1µM*	-10%	0.5µM*	1%	-1%
2) Cc1cc(N)n2ncc(-c3ccccc3)c2n1
  ?	2.8µM*	1.6µM*	-8%	3	9.5µM*	1%	?	10%	6%	-16%
3) COc1ccc(Cc2nnc(SCC(=O)Nc3c(C)cccc3C)[nH]c2=O)cc1
  -9%	0%	-2%	/	9	2%	/	/	/	-1%	/
4) Cc1ccc(N2C(=O)C3C(C2=O)C2C=CC3C23CC3)cc1 (stereo unspecified)
  ?	10%	11%	2%	0	11µM*	-7%	9%	-12%	0%	-4%
5) CC(c1nnc(SCC(=O)Nc2sccc2C#N)n1-c1ccc(Cl)cc1)N(C)C (stereo unspecified)
  -5%	0%	3%	-3%	16	-1%	5%	-20%	38%	0%	6%
6) Cc1ccc2nc(Cl)c(C3CC(c4ccco4)=NN3S(C)(=O)=O)cc2c1 (stereo unspecified)
  -5%	-9%	-5%	/	-4	-12%	9%	/	-1%	0%	26%
7) O=C(CN1C(=O)NC(Cc2ccccc2)C1=O)Nc1ccc(OC(F)(F)F)cc1 (stereo unspecified)
  9%	-6%	-1%	/	7	-1%	/	/	/	-7%	/
8) Cc1cc(/C=N/NC(=O)c2ccc(O)cc2)c(C)n1CC(C)C
  ?	23%	?	-1%	4	6µM*	-22%	/	7.9µM*	0%	-1%
9) COC(=O)C(Cc1ccccc1)NC(=O)CNC(=O)c1ccc(Br)o1 (stereo unspecified)
  5%	-1%	-1%	/	-9	8%	/	/	/	0%	/
10) CC(=O)Nc1ccc(Nc2cc(C)nc3c(-c4ccccc4)cnn23)cc1
  ?	?	?	22%	-22	5.4µM*	7.9µM*	?	13µM*	14µM*	2%
11) O=C(Cc1ccc(Cl)cc1)Nc1ccncc1
  ?	-30%[inhibitor]	-34%[inhibitor]	-4%	-2	2%	2.8µM*	5%	?	13%	0%
12) COCc1cc(CN2CCN(C)CC2)c(O)c2ncccc12
  -24%	0%	9%	20%	-1	-1%	5.6µM*	-18%	3.2µM*	-3%	-3%
13) Nc1nc2ccccc2n1C(=O)c1ccccc1
  ?	?	0.35µM*	-2%	2	0.76µM*	5µM*	?	0.63µM*	-10%	-5%
14) Cc1ccccc1-c1ncc(CN2CCC(CO)(CCCc3ccccc3)CC2)cn1
  ?	-5%	-2%	-6%	1	-1%	-7%	?	-8%	-23%	?
15) C=CCn1c(SCc2nc3ccccc3c(=O)[nH]2)nc2scc(C3CC3)c2c1=O
  -12%	-3%	-4%	6%	6	-2%	18%	/	31%	9%	3.5µM*
16) CCOC(=O)C1=C(CCc2ccccc2)NC(=O)NC1c1cccc([N+](=O)[O-])c1 (stereo unspecified)
  2%	-2%	-3%	6%	0	2%	-4%	-3%	-10%	0%	9%
17) CCN1CC2=C(OC(N)=C(C#N)C2c2cccs2)/C(=C/c2cccs2)C1 (stereo unspecified)
  16µM*	0%	-4%	?	2	-1%	12%	8%	13%	14%	9%
18) COCCNC(=O)Cn1nc(-c2ccccc2C)ccc1=O
  16%	-1%	-1%	5%	2	4%	-10%	-7%	5%	-1%	0%
19) Cc1cccc(-n2nc3c(c2NC(=O)C(C)C)CSC3)c1
  ?	-4%	0%	-6%	-8	4%	-2%	1%	-3%	-6%	/
20) O=C(O)CCNC(=O)/C(=C\C=C\c1ccccc1)NC(=O)c1ccccc1
  -8%	1%	-3%	?	0	-3%	3%	/	-9%	-7%	-1%
21) CCOCC(=O)Nc1ncc(S(=O)(=O)c2ccc([N+](=O)[O-])cc2)s1
  0%	0%	-2%	?	-8	-6%	4%	18%	11%	1%	14%
22) Cc1ccc(-c2csc3ncnc(-n4cnc5ccccc54)c23)cc1
  10µM*	-24%	-10%	-13%	3	1%	?	-21%	?	30%	1%
23) O=c1[nH]c2ccccc2nc1N1CCOCC1
  2%	-5%	6%	11%	-1	-1%	-5%	-12%	15%	1%	-4%
24) O=C(Nc1ccc(N2CCOCC2)cc1)c1ccc(Cl)c(S(=O)(=O)N2CCCC2)c1
  ?	-19%	-26%	/	19	6%	/	/	/	-1%	/
25) COc1ccc(S(=O)(=O)NCC(c2ccc(F)cc2)N2CCN(C)CC2)cc1 (stereo unspecified)
  13%	-1%	0%	/	9	2%	/	/	/	-13%	/
26) CC(C)COc1ccc(C(=O)NNC(=O)c2ccc(=O)[nH]c2)cc1
  25%	-2%	-4%	/	13	-4%	/	/	/	1%	/
27) COc1cccc2c(=O)c3c(cnn3C)n(C)c12
  -4%	0%	-5%	?	-14	-22%	-16%	-2%	-16%	-2%	-2%
28) O=C(c1cc2sccc2n1Cc1ccccc1)N1CCc2ccccc21
  ?	-4%	-3%	122%[activator]	-3	0%	10%	14%	12%	6%	3%
29) CC(C)(C)C(=O)NC(=S)Nc1sc2c(c1C#N)CCCCC2
  ?	27%	22%	37%[activator]	-4	?	14µM*	0%	7.1µM*	-13%	3%
30) COc1ccc(S(=O)(=O)N2CCC(C(=O)N(C)Cc3ccc(C)o3)CC2)cc1OC
  16µM*	-5%	4%	/	-32	-1%	/	/	/	-3%	/

# Entries by screen from the entries so far:
# Entries 5 to 16 in Gal4-VP16 FLuc, in turn: 5%, 9%, /, -22%, /, 7.9µM*, 2.8µM*, 5.6µM*, 5µM*, -7%, 18%, -4%

# The listing continues.
# Each structure is followed by: ELG1 DNA repair	NPC1 prom act	Rab9 promoter act	MBNL1 CUG block	KCNH2 3.1 inh	FLuc counter	Gal4-VP16 FLuc	Menin MLL FP TR	RORgamma inh	Mito fusion yeast	PKM2 activator
31) Cc1ccc(C2(c3noc(CN(C)CCO)n3)CCCC2)cc1
  14%	-2%	-10%	-9%	4	-1%	-3%	1%	-1%	4%	9%
32) Cc1cc(C)n2nc(SCC(=O)N(C)Cc3ccccc3)nc2n1
  -5%	-3%	-9%	7%	-9	2%	-3%	21%	2%	0%	-7%
33) CCC1(C)Cc2c(sc3nc(NN)n(C)c(=O)c23)CO1 (stereo unspecified)
  ?	-2%	8%	4%	3	?	14µM*	0%	-10%	1%	8%
34) CCN(CC)c1ccc(NC(=O)c2ccco2)cc1
  ?	1.6µM*	?	5%	5	3µM*	?	-3%	?	3%	-2%
35) Cc1cccc(C)c1Nc1nnc(SCC(=O)c2ccc(Br)s2)s1
  -13%	-2%	-5%	?	-2	0%	0%	-8%	-17%	18µM*	-4%
36) C#CCOCCOCCOCCNc1nc(N2CCN(C(=O)[C@H](CCCCN)n3cc(C(N)CO)nn3)CC2)nc(N2CCN(C(=O)[C@H](CCC(=O)O)n3cc(C(N)CC(C)C)nn3)CC2)n1 (stereo partly specified)
  ?	-21%	-10%	-13%	/	-1%	-2%	/	3%	-30%	-10%
37) Cc1ccc(/C=N/Nc2ccc3ccccc3n2)o1
  ?	0.71µM*	0.13µM*	/	10	0.48µM*	18µM*	12%	13µM*	-4%	-6%
38) O=C(Nc1nc(-c2ccccn2)cs1)c1ccc(F)c(S(=O)(=O)N2CCOCC2)c1
  8%	-15%	-17%	/	-10	-20%	/	/	/	-8%	/
39) O=C(Nc1ccc(F)cc1)c1ccc(CSc2ccc(Cl)cc2)o1
  0%	-1%	-3%	-7%	5	?	-9%	/	?	27%	0%

# Record cards, as listed above. Order of values: ELG1 DNA repair	NPC1 prom act	Rab9 promoter act	MBNL1 CUG block	KCNH2 3.1 inh	FLuc counter	Gal4-VP16 FLuc	Menin MLL FP TR	RORgamma inh	Mito fusion yeast	PKM2 activator
# Listed for CCN(CC)c1ccc(NC(=O)c2ccco2)cc1 = ?	1.6µM*	?	5%	5	3µM*	?	-3%	?	3%	-2%
# Listed for O=C(Nc1ccc(F)cc1)c1ccc(CSc2ccc(Cl)cc2)o1 = 0%	-1%	-3%	-7%	5	?	-9%	/	?	27%	0%

# Assay outcomes deposited in PubChem by National Center for Advancing Translational Sciences (NCATS).

# Only part of the results is shown; rates above refer to the full screens.
